Bioassay records: PubChem, The Scripps Research Institute Molecular Screening Center
V1aR counter = counter-screen for oxytocin receptor agonists: human V1a receptor agonists; CHO-V1R cells, Fluo-8 calcium fluorescence, agonist mode; 0% DMSO, 100% 3 nM vasopressin; activation, % at 3 µM; 320,000 compounds, 0.25% hits; AID 2797;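 active means activation above the mean activation of all tested compounds plus 3 SD, per screening run, cut at about 20% in these data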;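 further: signal is peak over basal fluorescence ratio across a 100 second FLIPR read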
OXTR potentiate = human OXTR potentiation; P30559; CHO-OTR cells, Fluo-8 calcium fluorescence, potentiator mode; 0% = oxytocin EC15, 100% = EC100; activation, % at 3 µM; 320,000 compounds, 0.061% hits; AID 2445;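 active means activation above that plate's cutoff, the mean activation of tested compounds plus 3 SD, cut at about 6.6% in these data, passing the limit was not always enough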;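 further: 100% uses oxytocin at 75 nM as the full agonist control; some results filed as inactive read as strong as hits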
Target sequence (P30559 whole entry, looked up): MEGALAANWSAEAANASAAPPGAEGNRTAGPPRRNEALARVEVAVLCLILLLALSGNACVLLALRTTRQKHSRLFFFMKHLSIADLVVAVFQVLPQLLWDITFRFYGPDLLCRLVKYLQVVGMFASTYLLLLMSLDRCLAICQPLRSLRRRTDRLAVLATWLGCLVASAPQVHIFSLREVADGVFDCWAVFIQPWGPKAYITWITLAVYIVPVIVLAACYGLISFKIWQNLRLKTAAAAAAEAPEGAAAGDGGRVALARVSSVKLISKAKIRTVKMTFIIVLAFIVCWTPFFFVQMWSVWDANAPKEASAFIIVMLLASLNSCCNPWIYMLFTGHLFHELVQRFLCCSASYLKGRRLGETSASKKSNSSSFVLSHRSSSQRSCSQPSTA
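test system = CHO-OTR cells, human receptor | compound = single-point 3.0 µM | schedule = 6 min compound pre-incubation at room temperature, 100 s kinetic read | signal = Fluo-8 no-wash calcium dye fluorescence, excitation 470-495 nm, emission 515-575 nm | repeats = single well per compound, singlicate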
CHO parental Ca = signal in parental CHO cells, OX1R antagonist counter-screen. parental CHO-K1, ATP-induced calcium, Fluo-8 fluorescence. inhibition, % at 5.6 µM. 330,000 compounds, 0.63% hits. AID 463079;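 active means inhibition above that plate's mean sample inhibition plus 3 SD, cut at about 26% in these data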;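 further: 0% = ATP-challenged DMSO wells and 100% = DMSO wells without ATP; some compounds past the cut are filed as inactive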
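Assay system: untransfected parental CHO cell line. Also added: ATP agonist challenge. Dosing: one dose, 5.6 µM nominal. Measured by: Fluo-8 fluorescence. Read-out: % inhibition. Benchmarks: ATP wells versus no-ATP DMSO wells. Repeats: no replicates.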
TAAR1 ag = human TAAR1 agonism; Q96RJ0; CHO RD-HGA16 TAAR1, Fluo-8 calcium fluorescence; vehicle wells 0%, saturating PEA agonist 100%; activation, % at 3 µM; 360,000 compounds, 0.99% hits;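 active means activation above the mean activation of all test compounds in the run plus 3 SD, cut at about 38% in these data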
Target sequence (Q96RJ0 whole entry, looked up): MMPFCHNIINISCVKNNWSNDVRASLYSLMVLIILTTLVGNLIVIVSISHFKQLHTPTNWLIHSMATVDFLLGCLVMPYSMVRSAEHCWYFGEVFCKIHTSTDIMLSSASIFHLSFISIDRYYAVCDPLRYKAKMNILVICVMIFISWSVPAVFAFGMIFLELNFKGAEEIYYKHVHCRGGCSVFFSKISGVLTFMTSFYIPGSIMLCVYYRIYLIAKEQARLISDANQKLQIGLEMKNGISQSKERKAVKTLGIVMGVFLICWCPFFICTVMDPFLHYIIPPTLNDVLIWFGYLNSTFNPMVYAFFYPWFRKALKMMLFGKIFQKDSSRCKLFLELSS
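Assay system: CHO-derived RD-HGA16 cells with stable Gα16 and human TAAR1; timing: 17-24 h seeding, 75 min 37 °C dye, 30 min RT; read-out: % activation from peak over basal fluorescence ratio, DMSO-to-PEA scaled; measured by: kinetic Fluo-8 calcium fluorescence; benchmarks: low control DMSO, high control PEA (EC100); doses: 3 µM single concentration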
CHO-K1 Ca PAM = counter-screen for M1 PAMs: effect in parental CHO-K1 cells. ATP EC20, Fluo-8 calcium fluorescence; 0% at ATP EC20, 100% at ATP max. activation, % at 3 µM. 360,000 compounds, 0.02% hits;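 active means activation above the run cutoff, the mean activation of all test compounds plus 3 SD, cut at about 40% in these data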;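 further: peak over basal fluorescence ratio in a 140 s read after ATP addition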
TAAR1 antagonist = antagonists of human TAAR1 | 360,000 compounds, 1.5% hits | AID 624466 | inhibition, % at 3 µM | CHO RD-HGA16 TAAR1, Fluo-8 calcium fluorescence, antagonist;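 active means inhibition above a per-plate cutoff, the mean inhibition of test compounds on that plate plus 3 SD, cut at about 49% in these data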;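 further: 0% = DMSO plus EC80 beta-PEA response and 100% = DMSO alone without agonist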
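Test system – hTAAR1-expressing CHO RD-HGA16 cells, Gα16-coupled · Reagent – β-PEA at EC80 concentration, post-compound challenge · Compound dosing – 3 µM, single point · Timing – 140 s kinetic read after compound, 140 s after agonist · Detection – Fluo-8 intracellular calcium dye fluorescence, real-time kinetic reads · Control set – DMSO and EC80 PEA controls · Repeats – n of 1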
CHO-K1 Ca antag = counter-screen for M1 antagonists: effect in parental CHO-K1 cells. 360,000 compounds, 0.6% hits. inhibition, % at 3 µM. AID 602250. ATP-induced calcium, Fluo-8 fluorescence;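 active means inhibition above a per-plate cutoff, the plate's mean sample inhibition plus 3 SD, cut at about 24% in these data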;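 further: 0% = DMSO plus EC80 ATP and 100% = DMSO alone without ATP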
M1 ag parental = M1 agonist counterscreen hit in parental CHO-K1 cells. Fluo-8 calcium fluorescence; scaled to maximal ATP response, vehicle zero. activation, % at 3 µM. 360,000 compounds, 0.48% hits. AID 602248; in the data active means activation above about 15%;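 further: untransfected CHO-K1 host cells lacking M1 receptor as counterscreen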
M1 ag = agonists of human M1 muscarinic receptor | P11229 | CHO-K1 hM1, Fluo-8 calcium fluorescence, agonist mode; 0% DMSO, 100% acetylcholine EC100 | activation, % at 3 µM | 360,000 compounds, 0.33% hits | AID 588814;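 active means activation above the run's mean compound activation plus 3 SD, cut at about 16% in these data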;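 further: peak over basal fluorescence ratio within a 140 s kinetic read after compound addition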
* = called active by the depositor; nt = not tested or not shown. No enrichment for hits. Share with any hit: about 3.3%.

Values run as follows: V1aR counter | OXTR potentiate | CHO parental Ca | TAAR1 ag | CHO-K1 Ca PAM | TAAR1 antagonist | CHO-K1 Ca antag | M1 ag parental | M1 ag
1. COc1ccc(NC(=O)COC(=O)CCCc2c[nH]c3ccccc23)cc1
 : 6.7 | -7 | -2 | 10 | 5 | 17 | -6 | 1.1 | -1
2. CNc1nnc(-c2ccco2)s1
 : 0.0 | 12* | 0 | 14 | 5 | -12 | -1 | -0.3 | -3
3. O=C(Nc1ccc2c(c1)OCO2)c1ccc(Cl)cc1Cl
 : 0.5 | 2 | -15 | -2 | -11 | -2 | 12 | 9.3 | -3
4. Cc1csc2nc(CNS(=O)(=O)c3ccc4c(c3)CCCC4)cn12
 : 6.9 | -4 | -6 | -1 | -10 | 6 | -9 | 3.5 | -1
5. Cc1nc2cc(O)ccc2n1C
 : 0.9 | -9 | 5 | 5 | 0 | -13 | -5 | 0.1 | -3
6. O=C1O[C@@H](c2ccccc2)C[C@@H](O)C(=O)CCc2ccccc21
 : nt | nt | nt | 0 | 11 | 0 | -23 | 0.8 | nt
7. O=C(c1ccc(CN2CCc3ccccc3C2)cc1)N1CCCCC1
 : 1.4 | -4 | -7 | 19 | 19 | 4 | -6 | 0.5 | -5
8. CCN(Cc1ccc(Cl)s1)C(=O)c1cccc(OCc2c(C)noc2C)c1
 : 3.5 | -10 | -25 | 11 | 13 | 22 | -16 | 5.2 | -5
9. Cc1cnc(NC(=O)C2(C)CCN2C(=O)C(C)C)s1 (configuration not stated)
 : nt | nt | nt | 0 | 21 | -4 | -8 | 0.8 | -4
10. CN(Cc1ccccc1)C(=O)c1cn(C)c2ccc(S(=O)(=O)N3CCCC3)cc2c1=O
 : 1.8 | -2 | -15 | 0 | 5 | 6 | -20 | 0.9 | -2
11. C=CCN(c1ccccc1)S(=O)(=O)c1c(C)[nH]c(=O)[nH]c1=O
 : 0.6 | 2 | -3 | 6 | -2 | 1 | -4 | -0.3 | -5
12. Cc1ccccc1C(=O)Nc1c2c(nn1C(C)(C)C)CS(=O)(=O)C2
 : -0.8 | -6 | -8 | 9 | -8 | -45 | 0 | -0.1 | 1
13. CCS(=O)(=O)N1CCN(c2ccccc2)CC1
 : 0.1 | -4 | -10 | 0 | 4 | -25 | 2 | 0.1 | -1
14. O=C1C=C(c2cc(F)ccc2F)C[C@@H](c2ccc(Cl)cc2)C1
 : -0.3 | -7 | -15 | 0 | 3 | 19 | -1 | -0.2 | -6
15. O=C(c1ccc(Cl)cc1Cl)N1CCOCC1
 : nt | nt | nt | 3 | 11 | -17 | -9 | 0.4 | -2

Values run as follows: V1aR counter | OXTR potentiate | CHO parental Ca | TAAR1 ag | CHO-K1 Ca PAM | TAAR1 antagonist | CHO-K1 Ca antag | M1 ag parental | M1 ag
16. Cc1ccc(C)c(NC(=S)NCc2ccc3[nH]c4c(c3c2)CCCC4)c1
 : 0.6 | -10 | -3 | -1 | 20 | -30 | -16 | 2.4 | -6
17. COc1c(C)cc(Br)cc1C(=O)Nc1ccc(N2CCN(S(C)(=O)=O)CC2)cc1
 : 1.2 | 0 | -7 | 16 | 3 | 9 | 1 | 1.2 | -5
18. COc1cc(OC)cc(C(=O)N2CCN(C(=O)COc3ccc4ccccc4c3)CC2)c1
 : 3.0 | -4 | -27 | 6 | 6 | -9 | -27 | 5.8 | -2
19. O=c1[nH]c(C2CCN(S(=O)(=O)c3ccc(C(F)(F)F)cc3)CC2)nc2c1nnn2Cc1ccc(F)cc1
 : -0.5 | 1 | -24 | -3 | -18 | -20 | 7 | -0.2 | 0
20. COc1cc(NC(=O)C2CCCN(S(=O)(=O)c3cnc[nH]3)C2)cc(OC)c1 (configuration not stated)
 : 1.0 | 3 | -14 | 2 | 27 | -8 | -10 | 1.3 | -1
21. CC(C)(C)[C@H]1COC(=O)CC/C=C\C[C@@H](CC(=O)N[C@H](CO)Cc2ccccc2)C(=O)N1
 : -0.7 | -2 | -3 | 2 | 17 | 5 | -14 | -0.4 | -3
22. COc1ccccc1C(=O)Nc1nnc(SCC(=O)NCC2CCCO2)s1 (configuration not stated)
 : -0.6 | -11 | -11 | 0 | 6 | 0 | 1 | 1.5 | -4
23. CCOc1ccccc1/C=N/n1c(C)nc2ccccc2c1=O
 : 0.9 | 4 | -9 | 6 | 13 | 7 | 9 | 1.3 | -4
24. CC(C)/C(=N/Nc1ccccc1[N+](=O)[O-])c1ccccc1
 : 2.6 | -2 | -13 | 13 | 6 | 0 | -6 | -0.6 | -4
25. ON=C1CCCCCCCC1
 : nt | nt | nt | 6 | 18 | -2 | -16 | 1.1 | 0
26. Cc1ccc(OCCSc2nnc(C)c(=O)n2N)cc1
 : 0.2 | -5 | -8 | 1 | 3 | 0 | 16 | 0.5 | -9
27. O=S(=O)(Nc1ccc2c(c1)nc1n2CCOC1)c1ccc(Cl)cc1
 : 4.7 | -22 | -4 | 14 | 25 | -3 | -9 | 2.4 | -3
28. Fc1ccc(NC(=S)NCCc2ccccc2)c(F)c1F
 : 4.1 | -6 | -10 | 25 | 5 | 13 | -9 | 9.0 | -3
29. O=C(CCCc1ccccc1)N1CCc2ccccc21
 : -1.3 | 1 | -22 | 6 | 1 | 8 | 1 | 4.8 | -5
30. O=C(OCCN1C(=O)c2ccccc2C1=O)c1cc(=O)[nH]c2ccccc12
 : 3.4 | -13 | -17 | 20 | -6 | 28 | 13 | 3.0 | -2

Filtered by structure: those above containing a Cl atom
Values run as follows: V1aR counter | OXTR potentiate | CHO parental Ca | TAAR1 ag | CHO-K1 Ca PAM | TAAR1 antagonist | CHO-K1 Ca antag | M1 ag parental | M1 ag
3. O=C(Nc1ccc2c(c1)OCO2)c1ccc(Cl)cc1Cl
 : 0.5 | 2 | -15 | -2 | -11 | -2 | 12 | 9.3 | -3
8. CCN(Cc1ccc(Cl)s1)C(=O)c1cccc(OCc2c(C)noc2C)c1
 : 3.5 | -10 | -25 | 11 | 13 | 22 | -16 | 5.2 | -5
14. O=C1C=C(c2cc(F)ccc2F)C[C@@H](c2ccc(Cl)cc2)C1
 : -0.3 | -7 | -15 | 0 | 3 | 19 | -1 | -0.2 | -6
15. O=C(c1ccc(Cl)cc1Cl)N1CCOCC1
 : nt | nt | nt | 3 | 11 | -17 | -9 | 0.4 | -2
27. O=S(=O)(Nc1ccc2c(c1)nc1n2CCOC1)c1ccc(Cl)cc1
 : 4.7 | -22 | -4 | 14 | 25 | -3 | -9 | 2.4 | -3

Printed as active in OXTR potentiate, of those listed so far:
nr	SMILES	OXTR potentiate	TAAR1 antagonist
2	CNc1nnc(-c2ccco2)s1	12*	-12

Next section
Values run as follows: V1aR counter | OXTR potentiate | CHO parental Ca | TAAR1 ag | CHO-K1 Ca PAM | TAAR1 antagonist | CHO-K1 Ca antag | M1 ag parental | M1 ag
31. Cn1c(-c2ccc(Br)cc2)cnc1NCc1cccnc1
 : -1.2 | -11 | -10 | 12 | 7 | -9 | -5 | 0.2 | -3
32. COc1ccc(C(=O)N2CCN(C(=O)c3ccco3)CC2)cc1
 : 1.3 | -2 | -14 | 4 | 0 | -7 | 11 | 0.1 | 0
33. CN(C)c1ccc(C(=O)OCC#CCSc2nnc(-c3cccc4ccccc34)o2)cc1
 : 1.6 | 3 | -11 | 17 | 1 | -1 | -9 | 0.2 | -3
34. CC1CN(Cc2nc3c(c(=O)n(C)c(=O)n3C)n2Cc2cccc(Cl)c2)CC(C)O1 (configuration not stated)
 : -0.5 | 2 | -4 | 1 | 7 | 8 | 6 | 2.8 | -5
35. C=CCn1c(SCc2cc(=O)n3ccsc3n2)nc2cc(Cl)ccc2c1=O
 : 5.2 | -10 | -11 | 2 | 9 | 17 | -8 | 0.8 | -3
36. CCN(Cc1ccccc1)C(c1ccccn1)c1nnnn1C(C)(C)CC (configuration not stated)
 : -1.5 | -2 | -12 | 3 | 19 | -12 | -36 | -0.5 | -7
37. Cc1ccccc1NC(=O)C[n+]1cc(-c2ccccc2)n2c1CCC2
 : 0.3 | -2 | -2 | 6 | -21 | -10 | 16 | 5.0 | -2
38. O=C(NCCCN1CCOCC1)c1ccc2c(c1)N(Cc1ccccc1)CCS2
 : 1.6 | -4 | -18 | 1 | 15 | -2 | -8 | 2.2 | -5
39. Cc1ccc(N(C(=O)c2csnn2)C(C(=O)NC2CCCCC2)c2ccccn2)cc1C (configuration not stated)
 : 0.0 | -4 | -8 | 1 | 14 | -25 | -15 | 2.2 | -3
40. Brc1cccc(OCCN2CCCCC2)c1
 : 0.8 | -5 | -4 | 2 | 21 | -24 | 2 | 1.7 | -10
41. CCOc1ccccc1NC(=O)CSc1ccc([N+](=O)[O-])cc1
 : 6.3 | -14 | -12 | 13 | 8 | -9 | -8 | 1.5 | 3
42. Cc1ccsc1C(=O)OCC(=O)c1cc2ccccc2o1
 : 0.6 | -4 | -9 | 9 | 18 | 22 | -5 | 1.8 | -7
43. O=C(c1ccc(N2CCCC2=O)cc1)N1CCN(c2ccc(C(F)(F)F)cc2[N+](=O)[O-])CC1
 : nt | nt | nt | 7 | -15 | 12 | 44* | 11 | 3
44. Cc1cccc(NC(=O)CN2CCN(C(=O)c3cccc(-n4cnnn4)c3)CC2)c1C
 : -0.1 | -5 | -9 | 5 | 13 | -4 | -20 | 0.4 | -2
45. Cc1noc(/C=C/N(C)C)c1S(=O)(=O)N1CCCC(C(=O)Nc2ccc(F)cc2F)C1 (configuration not stated)
 : 1.0 | -3 | -8 | 1 | 14 | -17 | -9 | 2.5 | -2
46. O=C(Cc1ccccc1)NNC(=S)Nc1ccccc1
 : 0.1 | -10 | -7 | 2 | 28 | -9 | -14 | 6.7 | -10
47. Cc1ccc(NC(=O)CO/N=C(\N)c2nonc2N)cc1C
 : 0.9 | -12 | -2 | 10 | 10 | -1 | -6 | 0.4 | -8

A few values from above.
Under CHO parental Ca, entry 37 has -2
Under V1aR counter, entry 34 has -0.5
Under M1 ag parental, entry 42 has 1.8
Under M1 ag, entry 45 has -2
Under CHO-K1 Ca PAM, entry 39 has 14
Under CHO parental Ca, entry 35 has -11
